PL biosyn Enam: animal cell phospholipid biosynthesis inhibition, Enamine screen | ZR-82 CHO cells, pyrene fatty acid UV survival, CellTiter Blue; peroxisome-deficient CHO-K1 mutant line; plus DGAT-1, DGAT-2 and ACAT inhibitors | calls only at 10 µM | hit rate 0.4% among 20,000 | AID 1347385;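 active = cell survival signal 2 SD away from solvent-only control wells, confirmed on one or two retests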;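 also: 3 h compound exposure then viability read about one day after UV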
Calls only; i = inactive. A portion of the library; count on the stated rates, not on these rows.

SMILES	PL biosyn Enam
O=S(=O)(c1ccc(F)c(F)c1)N1CCN(c2ccc(O)cc2)CC1	i
CN(CCO)CC(O)Cn1c2ccc(Cl)cc2c2cc(Cl)ccc21 (stereo not given)	i
O=c1c2c3c(sc2[nH]c(=S)n1Cc1ccco1)CCCC3	i
CN(C)S(=O)(=O)c1ccc(N=Nc2sc(N)nc2-c2cc(F)ccc2F)cc1	i
O=C(Cc1n[nH]c(=O)c2ccccc12)OCc1cc(=O)n2ccsc2n1	i
O=c1oc(-c2ccco2)nc2scc(-c3cccs3)c12	i
O=C(c1ccco1)N1CCN(c2nc(CN3CCOCC3)nc3scc(-c4cccs4)c23)CC1	i
Cc1[nH]n(-c2ccccc2)c(=O)c1C1=NCCN1	i
CCN1CCN(c2nc3c(C)cccn3c(=O)c2/C=C2\SC(=S)N(CC(C)C)C2=O)CC1	i
O=S(=O)(c1ccc2c(c1)OCCCO2)N1CCN(S(=O)(=O)c2ccc3c(c2)OCCO3)CC1	i
CC1(C)CC2CC(C)(CN2C(=S)Nc2ccc(SC(F)F)cc2)C1 (stereo not given)	i
CC1CCC(C(C)C)C(OP(=O)(c2ccccc2)C(O)c2ccc(F)cc2)C1 (stereo not given)	i
Brc1ccccc1-c1nnc(CON=C2c3ccccc3-c3ccccc32)o1	i
FC(F)(F)C(=NC1(C(Cl)(Cl)Cl)Oc2ccccc2O1)Oc1cccc2cccnc12	i
COc1cc(/C=N/N=C(N)N)cc(Br)c1O	i
Cn1/c(=N/N=C2\C(=O)Nc3c(Cl)cc(Cl)cc32)sc2ccccc21	i
O=S(=O)(NC1CCCCC1Sc1ccc(F)cc1)c1ccc(Cl)cc1 (stereo not given)	i
CN(Cc1ccc(C(F)(F)F)cc1)Cn1nc(-c2ccco2)oc1=S	i
O=[N+]([O-])c1ccc(Cl)c(/C=N/n2c(-c3ccc(Cl)cc3)n[nH]c2=S)c1	i
Cc1ccc(C)c(NP2(=S)/C(=C3/N(C)c4ccccc4C3(C)C)C=Nc3c2c(C)nn3-c2ccccc2)c1 (stereo not given)	i
C[N+](C)(Cc1ccc(Cl)cc1)NCc1ccc(Cl)cc1	i
O=C(NN=C1CCCC1)NC1CCCCC1	i
O=S(=O)(NC1=NCCCCC1)c1ccc2sc(NS(=O)(=O)c3ccc4ccccc4c3)nc2c1	i
FC(F)Oc1ccc(N=Cc2ccsc2)cc1	i
O=C(O)c1nc2n(n1)CCS(=O)(=O)N2	i
Clc1ccc(Oc2ccccc2)c(NC2=NCCC2)c1	i
Cn1c(CSc2nc3ccccc3s2)n[nH]c1=S	i
C(=C(c1nc2ccccc2s1)c1nc2ccccc2s1)c1cccc2ccccc12	i
COc1ccc(NS(=O)(=O)c2ccc(OC(F)(F)F)cc2)cc1S(N)(=O)=O	i
FC(F)(F)c1ccc(C(F)(F)F)c(Nc2nc3cc(Cl)ccc3o2)c1	i
O=C(O)c1ccc2c(c1)sc1[n+]2CCS(=O)(=O)N1	i
Cc1ccsc1CN(C)CC(=O)c1c(N)n(C)c(=O)n(C)c1=O	i
Cn1nc(C(=O)Nc2nccs2)ccc1=O	i
Cc1c2c(nc3ccccc13)-c1ccccc1OC2c1ccccc1 (stereo not given)	i
OCCNc1nc(CSc2ccc(Cl)cc2)nc2sc3c(c12)CCC3	i
Cn1nnn(CN2CCc3ccccc3C2)c1=S	i
O=[N+]([O-])c1ccc(/C=N/n2cn[nH]c2=S)cc1	i
S=c1[nH]c2c(n1-c1ccccc1)CCCC2	i
CCN1CCN(Cn2c(=S)oc3ccccc32)CC1	i
Nc1nc(N)nc(CSc2nnc(-c3cccs3)n2C2CC2)n1	i
Fc1ccc(/C=N/n2cnn(Cc3ccccc3Cl)c2=S)cc1	i
O=C(OCC(=O)N(C1CCCCC1)C1CCCCC1)c1ccc(Br)o1	i
CCC(C)[n+]1c(C)cc(C=C2Sc3ccc4ccccc4c3N2C)cc1C (stereo not given)	i
CC(C)(C)c1ccc(-c2n[nH]c(=S)n2/N=C/c2cc(Br)ccc2F)cc1	i
O=C1CCCC/C1=C\NC1CCCCC1	i
CC1CC(C)CN(C(=O)C[N+]23CC[N+](CC(=O)N4CC(C)CC(C)C4)(CC2)CC3)C1 (stereo not given)	i
NC(=O)c1ccsc1NC(=O)CSc1nncs1	i
CN(C(=O)COC(=O)c1ccc([N+](=O)[O-])o1)C1CCS(=O)(=O)C1 (stereo not given)	i
O=c1cc[nH]c2c(Cl)c(Cl)ccc12	i
CCn1ccnc1P(=O)(c1ccccc1)N1CCOCC1 (stereo not given)	i
FC(F)(F)c1cccc(/C=C/c2nc3ccccc3o2)c1	i
O=c1cc(CN2CCN(c3ncccn3)CC2)nc2ccc(Br)cn12	i
c1ccc(-n2nnnc2Sc2nnnn2C2CCCC2)cc1	i
CC12CC3CC(C)(C1)CC(C(=O)O)(C3)C2	i
OC(COc1ccc2c(c1)OCO2)CN1CCOCC1 (stereo not given)	i
Fc1ccc(C2=NN3C(C2)c2ccccc2OC32CCC(c3ccccc3)CC2)cc1 (stereo not given)	i
CC1CCN(CC(O)COCCC23CC4CC(CC(C4)C2)C3)CC1 (stereo not given)	i
Cn1c(O)c(N=Nc2ncnc3sc4c(c23)CCC4)c2ccccc21	i
C[N+]1(CC(=O)Nc2ccc(Br)cc2F)CCOCC1	i
Clc1ccc2nc(N/N=C/c3cccc4nccnc34)nc(-c3ccccc3)c2c1	i

Next part.
SMILES	PL biosyn Enam
FC(F)(F)C(=NSc1c(-c2ccccc2)nc2ccccn12)c1ccccc1	i
CCCCCCCCCCCCSCCC(N)=O	i
CC(C)Cn1c(N)c(C(=O)COC(=O)C2CC=CCC2)c(=O)n(C)c1=O (stereo not given)	i
CC(C)(C)C(=O)/C=c1\[nH]c(=O)/c(=C\c2cc(Br)cs2)s1	i
Cn1c(SCC(=O)NCCN2C(=O)CSC2=S)nnc1C(F)(F)F	i
CCCCN(C(=O)C12CC3CC(CC(Cl)(C3)C1)C2)c1c(N)n(CCC)c(=O)[nH]c1=O	i
O=C1OC(C23CC4CC(CC(C4)C2)C3)=N/C1=C\c1ccc2c(c1)OCCO2	i
Cc1cc(CSc2ccc(S(=O)(=O)N3CCOCC3)cn2)no1	i
CC1CC(C)CN(C(=O)c2cc3c(s2)CCC3)C1 (stereo not given)	i
Oc1ccc(-c2cn3ccsc3n2)cc1	i
CNc1ccc(S(=O)(=O)NC)cc1[N+](=O)[O-]	i
O=S(=O)(Nc1ccc(S(=O)(=O)C(F)F)cc1)c1ccc(F)c(Cl)c1	i
C=C(Br)Cn1c(CO)nc2ccccc21	i
CCc1cc2c(=S)[nH]cnc2s1	i
CN(/N=C/c1c(-c2ccccc2)nc2ccccn12)C(N)=S	i
Cn1cccc1CC(=O)NNC(=O)NC1CCCCC1	i
c1ccc(-c2cn3c(n2)CCc2ccc4cccnc4c2-3)cc1	i
O=C(CSc1ncnc2sc3c(c12)CCC3)N1CCOCC1	i
C1=C(c2ccccc2)Nc2nc3ccccc3n2C1c1ccccc1 (stereo not given)	i
CC(=O)c1c(C)[nH]c(C(=O)COC(=O)Cn2cnc3c2c(=O)n(C)c(=O)n3C)c1C	i
CC1CN(CC(O)COCC2COc3ccccc3O2)CC(C)O1 (stereo not given)	i
Nc1ncnc(Nc2ccccc2F)n1	i
S=C(NCCc1ccccc1)N/N=C1\CC2CC=CC12 (stereo not given)	i
Cn1c(O)c(C=NN(c2ccccc2)c2ccccc2)c2ccccc21	i
O=C(CNC(=O)C1CCCCC1)NC1=NCCS1	i
O=C(CSc1nnc(NC2CC2)s1)N1CCCCC1	i
COC(=O)c1ccc(COC(=O)CN2C(=O)NC3(CCCC3)C2=O)o1	i
CC(=O)C(C)Oc1ccc2c3c(c(=O)oc2c1)CCC3 (stereo not given)	i
CC1CC(C)CN(S(=O)(=O)c2ccc(F)c(F)c2)C1 (stereo not given)	i
Cn1c(Sc2ccc(S(=O)(=O)N3CCOCC3)cc2[N+](=O)[O-])nnc1C(F)(F)F	i
O=C(CSc1nnc(SCC(=O)N(C2CCCCC2)C2CCCCC2)s1)N(C1CCCCC1)C1CCCCC1	i
NS(=O)(=O)c1ccc(Sc2ccc3c(c2)OCCO3)nc1	i
Br/C(=C\c1ccccc1)C1Nc2cccc3cccc(c23)N1	i
CN(Cc1cccs1)C(=O)CSc1nnnn1C1CCCC1	i
O=P(Nc1ccccc1)(Nc1ccccc1)c1ccccc1	i
c1ccc(-c2ccc(-c3cc(-c4nnco4)c4ccccc4n3)cc2)cc1	i
Cc1cnc(C(=O)Nn2c(C)nc3sc4c(c3c2=O)CCCCC4)cn1	i
Cc1cccn2c(=O)c3cc(C(=O)NC4CC(C)CC(C)(C)C4)n(C)c3nc12 (stereo not given)	i
CN(/C=C/C=[N+](C)c1ccccc1)c1ccccc1	i
Cn1/c(=N/N=C/c2c(O)ccc3ccccc23)sc2ccccc21	i
C=CCNc1nnc(Sc2ncccc2[N+](=O)[O-])s1	i
O=C(CCC1NC(=O)NC1=O)NCCC1=CCCCC1 (stereo not given)	i
O=C(NNC(=O)C1COc2ccccc2O1)c1cnccn1 (stereo not given)	i
O=C1NC(c2ccccc2)=C(c2ccc3ccccc3n2)C(c2ccccc2)N1 (stereo not given)	i
Cc1c2c(c(C)n1Cc1ccccc1)P(=S)(c1ccccc1)c1c(c(C)n(Cc3ccccc3)c1C)C2(C)C	i
O=C(C=C1SCCS1)C1CC1c1ccccc1 (stereo not given)	i
CCC(C)CCCC[N+]1=C2SCCCN2C(O)(c2ccc(OC(F)F)cc2)C1 (stereo not given)	i
O=S(=O)(NN=C1c2ccccc2-c2ccccc21)c1ccccc1	i

Reprinted at random: four compounds from above.
SMILES	PL biosyn Enam
O=C(CCC1NC(=O)NC1=O)NCCC1=CCCCC1 (stereo not given)	i
CCC(C)CCCC[N+]1=C2SCCCN2C(O)(c2ccc(OC(F)F)cc2)C1 (stereo not given)	i
Cc1cccn2c(=O)c3cc(C(=O)NC4CC(C)CC(C)(C)C4)n(C)c3nc12 (stereo not given)	i
O=C1NC(c2ccccc2)=C(c2ccc3ccccc3n2)C(c2ccccc2)N1 (stereo not given)	i

Other entries follow:
SMILES	PL biosyn Enam
CCCCn1c(=O)n(CC(=O)NC2CCCCC2C)c(=O)c2c1ncn2CCC(C)C (stereo not given)	i
O=C(CSc1nnc(-c2ccco2)o1)N1N=C2/C(=C/c3ccco3)CCCC2C1c1ccco1 (stereo not given)	i
O=C(/C=C/c1ccco1)NNC(=O)c1cccs1	i
COc1cc([N+](=O)[O-])c(Cl)cc1N	i
C=CCn1c(=S)[nH]c2sc3c(c2c1=O)CCC3	i
S=P(N=C(Nc1ccc(Cl)cc1)C(Cl)(Cl)Cl)(Nc1ccc(Cl)cc1)Nc1ccc(Cl)cc1	i
Cc1sc2nc(-c3cccs3)nc(Sc3nnc(CN4CCCC4)o3)c2c1C	i
CCOC(=O)c1sc2nn[nH]c(=O)c2c1C	i
C[n+]1ccsc1NC(=O)Nc1ccccc1	i
CC(C)CN(C(=O)C1CCCCC1)C1CCS(=O)(=O)C1 (stereo not given)	i
C=CCOc1c(Br)cc(Br)c2cccnc12	i
O=C(OCC(=O)N(Cc1ccco1)C12CC3CC(CC(C3)C1)C2)c1cnccn1	i
C/C(=N\Nc1nc(C)cc(=O)[nH]1)C1CC1	i
COc1cc(/C=C/C(=O)Oc2ccc3c(c2)OCO3)cc2c1OCCO2	i
CN(CC(=O)NC(=O)NC(C)(C)C)C1CCCCC1	i
O=[N+]([O-])c1ccccc1/C=N/OCc1cccc(CO/N=C/c2ccccc2[N+](=O)[O-])c1	i
CC1C/C(=N\NC(=S)NC(C)C)CC(C)(C)C1 (stereo not given)	i
CC1Cc2ccccc2N1C(=N)N=C(N)N (stereo not given)	i
CCCNC(N)=O	i
c1nc(Nc2ccc3c(c2)nc2n3CCCCC2)c2c3c(sc2n1)CCCCC3	i
Cc1cc(C2=NNC(=NCC3CCCO3)SC2)c(C)n1-c1ccc(F)cc1 (stereo not given)	i
S=c1[nH]cc(-c2ccc(Br)cc2)[nH]1	i
c1ccc(-c2nnc(Sc3ncnc4c3oc3ccccc34)o2)cc1	i
O=[N+]([O-])c1ccc(Sc2nnnn2-c2ccccc2)c([N+](=O)[O-])c1	i
O=c1cc(Cn2nnc3ccccc3c2=O)c2cc3c(cc2o1)CCC3	i
Cc1ccc2nc(CSc3nc4sc5c(c4c(=O)n3CCC(C)C)CCCC5)cc(=O)n2c1	i
CC(Sc1ncnc2sccc12)C(N)=O (stereo not given)	i
c1ccc2c(-c3nnc(SCc4cn5ccccc5n4)o3)c[nH]c2c1	i
O=c1nc2n(c3sc4c(c13)CCCC4)CC(O)=C2c1nc2ccccc2[nH]1	i
O=C(NNC(=O)C12CCC(CC1)C2)c1ccncc1	i
Cc1occc1-c1nnc(SCc2nnc(-c3cc4c(s3)CCC(C(C)(C)C)C4)o2)n1C (stereo not given)	i
c1coc(-c2cc(CSc3nnnn3Cc3cccs3)no2)c1	i

In the list so far, 19 have a carbonyl joined to an NH by a bond outside any ring:
SMILES	PL biosyn Enam
O=C(NN=C1CCCC1)NC1CCCCC1	i
Cn1nc(C(=O)Nc2nccs2)ccc1=O	i
NC(=O)c1ccsc1NC(=O)CSc1nncs1	i
C[N+]1(CC(=O)Nc2ccc(Br)cc2F)CCOCC1	i
CCCCCCCCCCCCSCCC(N)=O	i
Cn1c(SCC(=O)NCCN2C(=O)CSC2=S)nnc1C(F)(F)F	i
Cn1cccc1CC(=O)NNC(=O)NC1CCCCC1	i
O=C(CNC(=O)C1CCCCC1)NC1=NCCS1	i
Cc1cnc(C(=O)Nn2c(C)nc3sc4c(c3c2=O)CCCCC4)cn1	i
Cc1cccn2c(=O)c3cc(C(=O)NC4CC(C)CC(C)(C)C4)n(C)c3nc12 (stereo not given)	i
O=C(CCC1NC(=O)NC1=O)NCCC1=CCCCC1 (stereo not given)	i
O=C(NNC(=O)C1COc2ccccc2O1)c1cnccn1 (stereo not given)	i
CCCCn1c(=O)n(CC(=O)NC2CCCCC2C)c(=O)c2c1ncn2CCC(C)C (stereo not given)	i
O=C(/C=C/c1ccco1)NNC(=O)c1cccs1	i
C[n+]1ccsc1NC(=O)Nc1ccccc1	i
CN(CC(=O)NC(=O)NC(C)(C)C)C1CCCCC1	i
CCCNC(N)=O	i
CC(Sc1ncnc2sccc12)C(N)=O (stereo not given)	i
O=C(NNC(=O)C12CCC(CC1)C2)c1ccncc1	i
